PP5 inh: inhibitors of human protein phosphatase 5 (PP5) | purified PP5c, OMFP substrate fluorescence | inhibition, % at 6.7 µM | hit rate 0.18% among 320,000;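 active = inhibition above the campaign's mean inhibition across all tested compounds plus 3 SD, cut at about 9.5% in these data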;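 also: 0% = DMSO only and 100% = 100 µM cantharidin control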
Target sequence (P53041 whole entry, looked up): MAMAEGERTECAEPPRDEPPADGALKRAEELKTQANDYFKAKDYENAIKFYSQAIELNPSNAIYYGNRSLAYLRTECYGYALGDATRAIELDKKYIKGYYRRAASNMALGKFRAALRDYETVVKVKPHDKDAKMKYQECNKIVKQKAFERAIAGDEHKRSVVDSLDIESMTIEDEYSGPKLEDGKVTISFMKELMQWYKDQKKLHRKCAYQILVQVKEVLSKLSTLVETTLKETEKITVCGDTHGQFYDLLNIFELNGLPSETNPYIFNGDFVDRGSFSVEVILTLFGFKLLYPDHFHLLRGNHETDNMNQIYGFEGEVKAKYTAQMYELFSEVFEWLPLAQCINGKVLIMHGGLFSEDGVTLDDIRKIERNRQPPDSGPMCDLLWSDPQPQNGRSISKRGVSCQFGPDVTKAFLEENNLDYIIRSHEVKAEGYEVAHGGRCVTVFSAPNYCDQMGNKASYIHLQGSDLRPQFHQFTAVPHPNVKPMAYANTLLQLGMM
PP1 inh: counter-screen for PP5 inhibitors: inhibitors of human PP1-alpha; AID 2235; hit rate 0.9% among 320,000; inhibition, % at 6.7 µM; purified PP1alpha, OMFP fluorescence;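 active = inhibition above the mean inhibition of all tested compounds plus 3 SD, computed separately for each screening campaign, cut at about 15% in these data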
Target sequence (P62136 whole entry, looked up): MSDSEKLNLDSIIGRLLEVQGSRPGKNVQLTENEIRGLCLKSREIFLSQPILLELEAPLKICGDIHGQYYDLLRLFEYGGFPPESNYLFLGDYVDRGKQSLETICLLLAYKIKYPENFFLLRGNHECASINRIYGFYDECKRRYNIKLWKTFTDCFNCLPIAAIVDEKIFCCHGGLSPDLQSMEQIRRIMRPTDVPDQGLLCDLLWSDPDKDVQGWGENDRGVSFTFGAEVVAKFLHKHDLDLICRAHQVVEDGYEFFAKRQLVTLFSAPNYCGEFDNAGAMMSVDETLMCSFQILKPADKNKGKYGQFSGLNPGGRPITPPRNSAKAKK
TPT1 inh: inhibitors of Candida albicans tRNA 2'-phosphotransferase TPT1 | recombinant caTPT1, FP RNA substrate dephosphorylation | inhibition, % at 5 µM | hit rate 0.81% among 300,000;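 active = inhibition above the mean of all tested compounds plus 3 SD, set per screening campaign, cut at about 24% in these data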;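 also: plate controls were DMSO alone for no effect and ferristatin control at 100 nM for full effect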
CR mimetic SO: caloric restriction mimetics inhibiting age-related superoxide in yeast; S. cerevisiae aged cells, superoxide DHE fluorescence; active compounds read low; hit rate 0.18% among 330,000; superoxide response (% of plate mean), % at 10 µM;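 active = superoxide response under a set limit, about three screen SD below normal, cut at about 65% in these data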;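 also: yeast aged for seven days with compound at 30 °C before DHE staining; 100% = average MFI of all compound-treated wells on the plate with controls excluded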
EBNA-1 inh: blocks EBNA-1 binding to DNA; EBNA-1 DNA binding, fluorescence polarization; inhibition, % at 14.8 µM; hit rate 0.34% among 300,000; AID 1950; in the data active = inhibition above about 28%
Fh CTSL1 inh: blocks F. hepatica cathepsin L1 in PFM18AAP counter-screen; hit rate 0.49% among 300,000; inhibition, % at 5.96 µM; recombinant F. hepatica cathepsin L1, Z-Leu-Arg-MCA fluorescence;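 active = inhibition above the mean of all tested compounds plus 3 SD, set per screening campaign, cut at about 17% in these data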;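 also: 0% = plate median of test compound wells and 100% = 1 µM Z-Phe-Ala-diazomethylketone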
JMJD2C inh: inhibitors of human GASC-1 (JMJD2C) demethylase. inhibition, % at 2.35 µM. GST-JMJD2C(1-420) H3K9me3 demethylation, DELFIA europium. Q9H3R0. AID 2099. hit rate 0.069% among 330,000;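 active = more than half of a compound's replicate wells show inhibition beyond 50%, single wells judged on their own value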;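 also: signal counts dimethyl H3K9 product captured on neutravidin plate; 0% = median of DMSO wells and 100% = 0.3 times that DMSO median; strong numbers were not always called active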
ZTA counter: counter-screen for EBNA-1 inhibitors: inhibitors of Epstein-Barr virus ZTA. P03206. ZTA-DNA binding, fluorescence polarization. inhibition, % at 11 µM. hit rate 0.15% among 320,000; in the data active = inhibition above about 33%
Target sequence (P03206 whole entry, looked up): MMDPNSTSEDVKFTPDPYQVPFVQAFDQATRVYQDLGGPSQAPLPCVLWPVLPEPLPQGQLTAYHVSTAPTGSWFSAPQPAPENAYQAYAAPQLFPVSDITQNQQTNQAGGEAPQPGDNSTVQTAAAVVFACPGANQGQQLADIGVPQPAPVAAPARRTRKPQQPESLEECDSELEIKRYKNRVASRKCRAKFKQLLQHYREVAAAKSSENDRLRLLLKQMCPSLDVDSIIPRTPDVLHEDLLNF
core dimer inh: blocks dimerization of HCV core protein; TR-FRET GST/Flag-core106 dimerization, 1536-well; inhibition, % at 5 µM; hit rate 0.33% among 300,000; AID 1899;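 active = inhibition above the mean of all tested compounds plus 3 SD, set per screening campaign, cut at about 45% in these data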
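Material: GST/Flag-tagged HCV core106 proteins. Incubation: 4 h, 22.5 °C incubation. Read-out basis: inhibition (%) from 671 over 617 nm ratio. Measured by: TR-FRET, excitation 340 nm, emission 617 and 671 nm.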
* hit, by the source's call; . = not tested or not shown.

The first 5 compounds, to show the layout:
[1] CCOC(=O)/C(C#N)=N/Nc1ccc(S(=O)(=O)Nc2cc(OC)nc(OC)n2)cc1
[2] CN(C)C(CNC(=O)CSc1nc2sc3c(c2c(=O)n1C)CCC3)c1ccccc1 (configuration not stated)
[3] CC(C)[C@H](NC(N)=O)C(=O)Nc1cccc(S(=O)(=O)N2CCOCC2)c1
[4] Cc1ccc(S(=O)(=O)NCCSc2nnnn2-c2ccccc2)cc1
[5] CCn1c(=O)c([N+](=O)[O-])c(NCCc2ccc(OC)c(OC)c2)c2ccccc21
screen / no.	1	2	3	4	5
PP5 inh	-0.7	0.3	-1.1	2.1	2.4
PP1 inh	-1	-5	-3	2	0
TPT1 inh	0	0	-1	-3	5
CR mimetic SO	91	72	99	120	122
EBNA-1 inh	9	10	-6	2	-22
Fh CTSL1 inh	-1	0	3	6	-4
JMJD2C inh	1	2	-5	-4	-14
ZTA counter	15	10	-17	-26	5
core dimer inh	-5	1	-4	6	-6

The listing (from the top)
[1] CCOC(=O)/C(C#N)=N/Nc1ccc(S(=O)(=O)Nc2cc(OC)nc(OC)n2)cc1
[2] CN(C)C(CNC(=O)CSc1nc2sc3c(c2c(=O)n1C)CCC3)c1ccccc1 (configuration not stated)
[3] CC(C)[C@H](NC(N)=O)C(=O)Nc1cccc(S(=O)(=O)N2CCOCC2)c1
[4] Cc1ccc(S(=O)(=O)NCCSc2nnnn2-c2ccccc2)cc1
[5] CCn1c(=O)c([N+](=O)[O-])c(NCCc2ccc(OC)c(OC)c2)c2ccccc21
[6] CSCCC(NC(=O)c1ccccc1)C(=O)NCCc1ccccc1 (configuration not stated)
[7] Cc1ccc(Nc2nc(-c3ccc(S(=O)(=O)N4CCOCC4)cc3)cs2)cc1Cl
[8] Clc1ccc(-c2cc(C3CCNCC3)[nH]n2)cc1
screen / no.	1	2	3	4	5	6	7	8
PP5 inh	-0.7	0.3	-1.1	2.1	2.4	0.5	9.0	-1.6
PP1 inh	-1	-5	-3	2	0	-3	1	-3
TPT1 inh	0	0	-1	-3	5	-1	-6	-7
CR mimetic SO	91	72	99	120	122	106	113	94
EBNA-1 inh	9	10	-6	2	-22	-1	31*	3
Fh CTSL1 inh	-1	0	3	6	-4	-5	0	4
JMJD2C inh	1	2	-5	-4	-14	-1	-47	-10
ZTA counter	15	10	-17	-26	5	-2	-3	-1
core dimer inh	-5	1	-4	6	-6	-1	1	-7

[9] CCOC(=O)/C(N=Nc1c(Br)cc(Br)cc1Br)=C(\C)O
[10] CCSc1nnc(-c2ccc(C)cc2)c2ccccc12
[11] Cc1cc(C(=O)NC(C)c2ccncc2)no1 (configuration not stated)
[12] COC(=O)c1ccc(NC(=S)NC2c3ccccc3CC2O)cc1 (configuration not stated)
[13] O=C(O)/C=C\C(=O)Nc1ccccc1F
[14] COc1ccc2cc(CN(Cc3cccnc3)Cc3nnnn3Cc3ccccc3)c(=O)[nH]c2c1
[15] CCn1c(=O)cc(OCC(=O)N2CCN(c3ccc(F)cc3)CC2)c2ccccc21
[16] OC(COCC1COc2ccccc2O1)CN1CCN(c2ccccc2F)CC1 (configuration not stated)
screen / no.	9	10	11	12	13	14	15	16
PP5 inh	2.2	2.5	0.7	3.1	1.3	0.1	-2.0	1.3
PP1 inh	-1	1	-3	-2	0	-3	-4	-2
TPT1 inh	-3	-1	1	-3	0	-2	1	4
CR mimetic SO	84	91	107	97	102	83	78	99
EBNA-1 inh	5	10	-3	-11	-6	-4	13	-6
Fh CTSL1 inh	5	3	-2	0	2	3	0	-2
JMJD2C inh	8	-4	-7	-6	-12	-4	-450	-20
ZTA counter	6	-19	-1	-13	-12	-7	5	-16
core dimer inh	-1	-4	2	-3	-5	0	9	0

[17] COc1ccccc1C1c2[nH]c3ccccc3c2CCN1Cc1ccc(NC(C)=O)s1 (configuration not stated)
[18] O=C(Nc1ccc(NC(=O)c2cccs2)cn1)c1ccccc1
[19] CC(N=Cc1c(O)c2ccccc2oc1=O)C(=O)O (configuration not stated)
[20] COc1ccc(OC)c(S(=O)(=O)N2CCCC(C(=O)NCc3cccnc3)C2)c1 (configuration not stated)
[21] Cc1cc(C)n(C(=O)CNC(=O)CCc2ccccc2)n1
[22] Nn1c(CSc2ccccn2)nc2ccccc2c1=O
[23] O=C(CSc1ncn[nH]1)NCCCc1ccccc1
[24] Cn1nnc2c[n+](CC(=O)c3ccc4ccccc4c3)cc(Br)c21
screen / no.	17	18	19	20	21	22	23	24
PP5 inh	2.9	3.2	-0.3	-0.5	-0.3	0.0	2.8	2.1
PP1 inh	3	-3	1	6	6	-10	-2	4
TPT1 inh	-2	-3	-2	1	-4	3	-4	0
CR mimetic SO	104	101	98	88	95	107	105	103
EBNA-1 inh	-8	1	-4	-2	6	-4	2	1
Fh CTSL1 inh	-2	3	0	0	-5	-1	-5	0
JMJD2C inh	1	0	-1	-7	-4	-11	1	-2
ZTA counter	-12	-14	-6	26	-11	5	-22	-3
core dimer inh	5	-8	-3	0	-3	-3	-8	17

[25] COc1ccc(N/C=C/C(=O)c2ccc(C)cc2)c([N+](=O)[O-])c1
[26] C=CCN(c1ccc(C(=O)Nc2cccc(C)c2)cc1)S(C)(=O)=O
[27] CCOC(=O)C1CCCN(C(=O)c2cn(C)c(=O)c3cc(OC)c(OC)cc23)C1 (configuration not stated)
[28] CC(C)(C)NC(=O)/C(=C\C=C\c1ccccc1)NC(=O)c1ccc([N+](=O)[O-])cc1
[29] O=C(CN1CCN(c2ccccn2)CC1)Nc1nc2ccccc2s1
[30] C[C@H](NC(=O)c1nc[nH]c1C(=O)N[C@@H](C)c1ccccc1)c1ccccc1
[31] CCOC(=O)c1cnn(-c2nc(OC)cc(OC)n2)c1C(F)(F)F
[32] Cn1nc(-c2ccccc2F)c2cc(C(=O)Nc3ccc4c(c3)OCCO4)sc21
screen / no.	25	26	27	28	29	30	31	32
PP5 inh	4.1	2.4	-1.3	1.0	1.2	5.2	1.6	2.9
PP1 inh	6	-1	2	3	-1	3	2	2
TPT1 inh	-36	-2	-1	-2	-2	.	3	1
CR mimetic SO	99	97	113	111	100	106	87	109
EBNA-1 inh	1	-3	9	-7	7	.	1	15
Fh CTSL1 inh	2	-4	0	8	-4	.	0	1
JMJD2C inh	2	9	-5	1	-22	-5	-44	59
ZTA counter	11	-14	5	1	20	5	-1	11
core dimer inh	5	-2	-9	-15	12	.	-2	21

[33] S=C(NCc1ccncc1)Nc1cccc(Cl)c1
[34] O=C(NC(=S)Nc1ccccn1)c1cncc(Br)c1
[35] Cc1nnc(N/N=C/c2ccccc2O)n1N
[36] CCC(C)N1CCN(S(=O)(=O)c2ccc(NC(C)=O)cc2)CC1 (configuration not stated)
[37] CCN1CCN(C(=O)c2ccc3c(=O)n(CCC4=CCCCC4)c(=O)[nH]c3c2)CC1
[38] Nc1c(C(=O)NCCN2CCOCC2)c2nc3ccccc3nc2n1CCc1ccccc1
[39] COc1ccc2c(c1)CCc1c(C(=O)NCc3ccco3)noc1-2
[40] COCC(=O)Nc1c(C(=O)Nc2ccccc2OC)oc2ccccc12
screen / no.	33	34	35	36	37	38	39	40
PP5 inh	-0.3	2.8	1.9	-0.3	0.6	4.5	3.1	2.3
PP1 inh	-1	1	-1	0	3	6	2	1
TPT1 inh	-3	3	-2	1	-3	4	-2	-1
CR mimetic SO	101	80	79	108	106	91	87	87
EBNA-1 inh	-1	-5	-6	4	13	-5	-4	-2
Fh CTSL1 inh	1	-1	20*	6	0	4	-2	-1
JMJD2C inh	-2	4	-45	-18	-3	12	2	-21
ZTA counter	14	-11	-6	-2	16	-10	1	-22
core dimer inh	7	5	-4	-1	6	-10	2	5

A draw from above in order of molar mass, low to high:
[35] Cc1nnc(N/N=C/c2ccccc2O)n1N
[33] S=C(NCc1ccncc1)Nc1cccc(Cl)c1
[34] O=C(NC(=S)Nc1ccccn1)c1cncc(Br)c1
screen / no.	35	33	34
PP5 inh	1.9	-0.3	2.8
PP1 inh	-1	-1	1
TPT1 inh	-2	-3	3
CR mimetic SO	79	101	80
EBNA-1 inh	-6	-1	-5
Fh CTSL1 inh	20*	1	-1
JMJD2C inh	-45	-2	4
ZTA counter	-6	14	-11
core dimer inh	-4	7	5

Going on with the list:
[41] CCC1(N(C(C)=O)c2ccc(OC)cc2)C(=O)c2ccccc2C1=O
[42] Cc1nn(CC(=O)NCCC2=CCCCC2)c(C)c1[N+](=O)[O-]
[43] CSc1ncc(Cl)c(C(=O)Nc2ccccc2Cl)n1
[44] O=C(NCc1ccccc1)c1ccc(-c2ccccc2F)o1
[45] O=C(COc1ccc(Cl)cc1)N1CCN(S(=O)(=O)c2ccc(Cl)cc2)CC1
[46] Cc1cnc(C(=O)Nc2ccc(C)c(S(=O)(=O)N3CCCCC3)c2)cn1
[47] O=C(NCCCNC(=O)c1ccccn1)c1ccc(Cl)cc1
[48] COc1ccc(C(=O)N(C)Cc2ccon2)cc1OC1CCN(C(C)C)CC1
screen / no.	41	42	43	44	45	46	47	48
PP5 inh	4.1	-1.0	-1.3	-0.8	2.9	1.7	0.4	3.3
PP1 inh	1	-6	1	0	0	-3	-3	-2
TPT1 inh	-1	3	-3	0	-3	.	1	0
CR mimetic SO	93	117	98	101	93	115	93	93
EBNA-1 inh	4	0	10	0	4	.	10	7
Fh CTSL1 inh	8	0	2	8	-1	.	6	-3
JMJD2C inh	0	7	14	2	-7	-8	-33	9
ZTA counter	5	6	4	-3	6	-4	13	1
core dimer inh	-5	1	2	-16	5	.	-13	-7

[49] CCN1C(=O)N[C@@H](CCc2ccccc2)C(C(C)=O)=C1C
[50] C/C(=N\OCC(=O)OC(C)C(=O)Nc1ccc(C(N)=O)cc1)c1ccc2c(c1)OCO2 (configuration not stated)
[51] CN1C(=O)c2ccccc2N(C)C1c1ccccc1Cl (configuration not stated)
[52] CCOC(=O)C1=C(C)NC(=O)NC1/C=C/c1ccccc1OC (configuration not stated)
[53] Cc1c(-c2ccccc2Cl)nc2ccccc2c1C(=O)O
[54] Nc1ccccc1S(=O)(=O)NC1=NCCCCC1
[55] O=C(c1cccc(S(=O)(=O)N2CCCC2)c1)N(Cc1ccco1)C1CCS(=O)(=O)C1 (configuration not stated)
[56] Cc1cc(NC(=O)CSc2nnc(-c3ccc(O)cc3)o2)no1
screen / no.	49	50	51	52	53	54	55	56
PP5 inh	1.4	-0.4	-0.6	3.6	-1.2	1.7	1.8	-1.7
PP1 inh	-1	-1	-3	0	1	0	-2	-6
TPT1 inh	0	0	-1	3	-3	0	-2	0
CR mimetic SO	104	99	90	97	102	101	110	104
EBNA-1 inh	-9	2	-8	-5	8	-5	-11	-15
Fh CTSL1 inh	-4	-21	-3	1	-5	-4	4	-4
JMJD2C inh	2	-1	2	2	0	7	-4	0
ZTA counter	-5	-5	5	8	0	-4	11	-5
core dimer inh	3	-3	3	-3	-2	-15	-2	3

[57] CC(C)(C)C(=O)Nc1ccc(F)cc1[N+](=O)[O-]
[58] CN1CCN(C2=NC(=O)/C(=C/c3ccccc3OS(=O)(=O)c3ccccc3)S2)CC1
[59] Nc1ncc(Br)cc1S(=O)(=O)NCCC(=O)N1CCN(c2ccccn2)CC1
[60] O=C(O)c1cc(N2C(=O)C3C4C=CC(C4)C3C2=O)ccc1N1CCOCC1 (configuration not stated)
[61] COCc1nnc(NC(=O)C(C)C)s1
[62] OC(CN1CCN(c2ccccc2F)CC1)c1ccc(F)cc1 (configuration not stated)
[63] COC(=O)C(Cc1ccccc1)NS(=O)(=O)c1ccccc1Br (configuration not stated)
screen / no.	57	58	59	60	61	62	63
PP5 inh	2.7	-1.8	-0.9	0.2	1.2	1.8	0.7
PP1 inh	0	-4	-2	-2	-6	4	-2
TPT1 inh	-3	0	-3	2	-4	-1	-7
CR mimetic SO	104	105	122	102	107	110	108
EBNA-1 inh	2	1	-6	-1	4	3	12
Fh CTSL1 inh	-3	5	-5	-9	2	0	-7
JMJD2C inh	-3	0	11	-23	-1	16	-17
ZTA counter	-7	7	-15	-27	-2	5	-24
core dimer inh	-5	-1	-3	-3	2	-16	-13
